Source: PubChem BioAssay (several laboratories)
SIAH1 antagonists: blockers of Siah-1 interaction with plectin peptide – biochemical, fluorescence polarization, rhodamine-plectin, uHTS, primary screen (AID 1817); Siah-1 / rhodamine-plectin peptide fluorescence polarization; higher % means a stronger effect; displacement, % at 20 µM, or IC50 in µM where a hit was titrated; 290,000 compounds, 0.02% hits;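 active means displacement of at least 50% at 20 µM, with a fluorescence ratio check between 0.3 and a set limit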;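 further: plate controls were Siah plus tracer with DMSO for no effect and tracer alone without Siah for full effect; strong numbers were not always called active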
Hep lipid drop: hepatic lipid droplet formation modulation; inhibition, % at 6.5 µM; 240,000 compounds, 0.4% hits; AML12 mouse hepatocytes, oleate lipid droplets, BODIPY imaging; AID 1656;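 active means lipid droplet intensity inhibited by at least 50%, with more than 500 cells counted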
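Material – AML12 mouse liver cells · Also added – oleate loading, 100 µM · Compound dosing – 6.5 µM single-point dosing · Times – overnight treatment with compound plus oleate · Measured by – fluorescence imaging, 20x objective, two fields per well · Read-out – percent inhibition of filter-corrected integrated lipid droplet intensity per well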
K1F lysis inhibition: inhibition of K1F phage lysis, E. coli UTI89, bacterial capsule biogenesis inhibitors, alamar blue (AID 488966); E. coli UTI89 K1F phage lysis, alamar blue, 2 h; higher % means a stronger effect; 340,000 compounds, 0.02% hits; inhibition, % at 100 µM; hits with a dose series show IC50 in µM;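 active means phage lysis inhibition, versus mean bacterial control, above a set limit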;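 further: capsule biogenesis inhibitors block K1F phage lysis so surviving cells raise fluorescence; higher fluorescence means more inhibition of phage lysis; actives were called in the ten point dose series up to 300 µM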
Hep lipid drop cells 6.5 µM: recorded beside Hep lipid drop, whose call it bears; cell count; measured here: cell count, cytotoxicity flag;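 cells counted across two imaged fields per well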
Numbers without * were called inactive; [ ] = dose if it differs, or a comment. These rows are one share of the data; rates above refer to the full screens.

Values run as follows: SIAH1 antagonists	Hep lipid drop	Hep lipid drop cells 6.5 µM	K1F lysis inhibition
O=C(NCC1CCN(Cc2ccccc2F)CC1)Nc1ccccc1F
 : -2.3%	-2.6	815	-1.7%[50 µM]
Cc1oc(-c2cccc(Cl)c2)nc1CS(=O)(=O)CC(=O)NCCN1CCCC1
 : 5.5%	-0.4	716	0.5%
Cc1nnc(SCC(=O)NC2CCCC2)n1C(C)C
 : 4.7%	11.7	682	0.0%
CC(C)(C)c1ccc(C(=O)Nc2cccc3ncccc23)cc1
 : 0.2%	3.8	762	-1.3%
COc1ccc(-c2cc(-c3ccc(C)cc3)n[nH]2)c(O)c1
 : 27.2%	-14.0	806	0.1%
CN1CCN(NC(=O)/C=C/c2ccc(Br)cc2)CC1
 : 3.5%	-2.0	685	0.2%
c1ccc(CNCc2ccco2)cc1
 : 1.5%	8.9	858	0.3%
Cc1cccc(NC(=O)c2ccc3c(c2)CCN3S(C)(=O)=O)c1
 : -0.8%	-0.8	816	-0.4%
CCNC(=O)/C(C#N)=C/c1c(N2CCN(c3ccccc3)CC2)nc2c(C)cccn2c1=O
 : 1.5%	-2.9	820	0.1%
COc1cccc(OCc2cc(C(=O)N3CCN(C)C(c4ccccc4)C3)no2)c1 (stereo not given)
 : -2.4%	8.4	693	0.5%
COc1ccc(OC)c(S(=O)(=O)N2CCC(NC(=O)c3ccccc3)CC2)c1
 : 1.6%	2.5	775	0.3%
O=C(COc1ccc(S(=O)(=O)N2CCCC2)cc1)Nc1ccc(F)cc1
 : 13.8%	-17.9	808	0.8%
Cc1ccccc1NC(=O)CCS(=O)(=O)c1ccc(Br)cc1
 : 5.6%	-1.6	751	0.0%
CN1C2CCC1CC(N(CCc1ccccc1)C(=O)c1ccc(Cl)cc1)C2 (stereo not given)
 : -0.8%	-1.1	842	0.2%
CCN(CC)CCCN(Cc1cc2cc3c(cc2[nH]c1=O)OCO3)C(=S)NCCOC
 : 4.0%	-17.4	776	0.0%
O=[N+]([O-])c1ccc(CCn2ccnc2)cc1
 : 4.3%	-10.3	876	0.0%
Cc1coc2cc3oc(=O)c(CCC(=O)NCCCN4CCCC4=O)c(C)c3cc12
 : 4.7%	-2.3	778	-4.0%
COc1ccc(S(=O)(=O)N2CCC(C(=O)NCc3ccncc3)CC2)cc1
 : 3.5%	4.8	723	0.1%
COc1ccc(NC2CCCN(C(=O)COc3ccc(C)cc3)C2)cc1 (stereo not given)
 : -8.3%	-7.5	833	-0.2%
CCOc1ccc(CN(CC)C(=O)c2ccc3c(c2)[nH]c(=O)c(=O)n3CC)cc1OC
 : -5.4%	-1.1	815	0.0%
O=C(N/N=C/c1cccc([N+](=O)[O-])c1)C(=O)N1CCCCCC1
 : 8.5%	-6.0	681	-0.2%
C/C(=N\NC(=O)c1nnn(-c2nonc2N)c1CSc1ccc(Cl)cc1)c1ccco1
 : 0.2%	-13.0	692	0.8%
Cc1[nH]c2ccccc2c1-c1csc(N)n1
 : 6.5%	-1.8	827	0.3%
COc1ccc(CCNC(=O)CS(=O)(=O)Cc2nc(-c3ccccc3Cl)oc2C)cc1OC
 : 15.4%	-1.8	762	4.1%
Cc1ccccc1NC(=O)NC1CCS(=O)(=O)C1 (stereo not given)
 : 3.7%	5.9	846	0.1%
COc1ccc(NC(=O)CCNS(=O)(=O)c2cccc3nonc23)cc1
 : 3.6%	-12.7	794	0.0%
CS(=O)(=O)N1CCN=C1SCc1ccc(F)cc1
 : 4.4%	6.4	707	0.1%
CCCC(NC(=O)CCc1c(C)c2cc3c(-c4ccccc4)coc3cc2oc1=O)C(=O)O (stereo not given)
 : -2.1%	-15.4	803	-0.1%
COc1ccc2cc(C(=O)N3CCN(C)CC3)[nH]c2c1
 : 0.2%	19.5	863	-0.7%[50 µM]
COc1cccc(CC2(CO)CCCN(Cc3ccccc3Cl)C2)c1 (stereo not given)
 : -1.6%	-1.9	869	0.8%
CCOC(=O)c1ccc(-n2cc(C(=O)c3cccnc3)nn2)cc1
 : 1.0%	-23.8	630	1.6%[50 µM]
CCOc1ccc(N2C(=O)CC(N3CCN(c4ccc([N+](=O)[O-])cc4)CC3)C2=O)cc1 (stereo not given)
 : -3.9%	-10.4	816	0.3%
Cc1oc(-c2ccc(Cl)cc2)nc1CS(=O)CC(=O)NCc1ccccn1 (stereo not given)
 : 10.2%	11.4	691	0.0%
O=C(Cc1ccc(-c2ccccc2)cc1)Nc1ncccc1O
 : 0.5%	0.1	818	1.3%[50 µM]
Oc1c(Br)cc(Br)cc1/C=N/n1c(-c2ccccc2)n[nH]c1=S
 : 12.0%	-28.3	737	-0.8%
CCN(Cc1ccccc1)C(=O)CN1C(=O)COc2ccc(S(=O)(=O)NC3CCCC3)cc21
 : 2.5%	-10.8	724	0.0%
CC(C)(C)OC(=O)[C@H](Cc1ccccc1)NC(=O)c1nc[nH]c1C(=O)N1CCN(C(=O)OC(C)(C)C)CC1
 : -0.6%	-4.9	776	0.3%
O=S(=O)(Cc1ccccc1)N1CCN(Cc2ccc(F)cc2Cl)CC1
 : 3.5%	-34.1	677	0.0%[50 µM]
CCn1c(CNC(=O)c2ccco2)nnc1SCC(=O)c1ccc(F)cc1
 : 1.9%	-1.7	800	0.5%
COc1ccc(C)cc1NC(=O)CCC(=O)Nc1nnc(C2CCCCC2)s1
 : 9.9%	17.4	758	1.0%
O=C(Nc1ccccc1Cl)NC1CCCCCCC1
 : 2.8%	-2.0	627	0.0%
O=C(CCS(=O)(=O)c1ccccc1)Nc1ccc(Cl)cn1
 : 13.9%	17.0	739	-0.9%
NC(N)=Nc1nc(-c2ccccc2)c2cc(Cl)ccc2n1
 : -9.0%	-10.7	755	0.4%
CCC1CN(C(=O)N2CCC(C(=O)NCc3ccc(C)o3)CC2)c2ccccc2O1 (stereo not given)
 : 2.7%	-40.4	679	0.0%
O=C(NCCc1c[nH]c2ccccc12)c1ccc(Cl)cc1
 : -7.2%	-10.4	835	0.1%
CC(C)C(C(=O)N1CCN(Cc2ccccc2)CC1)c1ccccc1 (stereo not given)
 : -0.4%	-2.0	427	-0.1%
CC1(c2nnc(-c3cccc(Cl)c3)o2)CC(c2cccc([N+](=O)[O-])c2)=NO1 (stereo not given)
 : 0.5%	1.2	822	1.1%
O=C(Cn1ccc2ccccc2c1=O)NCCC(=O)N1CCN(c2ccccc2)CC1
 : 1.5%	-10.1	723	0.1%
COC(=O)c1cccc(C(=O)N2CCCC(C(=O)c3ccccc3OC)C2)c1 (stereo not given)
 : 1.6%	2.9	685	0.2%
CCC1CN(C(=O)N2CCC(C(=O)NCc3ccccc3OC)CC2)c2cc(C)ccc2O1 (stereo not given)
 : 1.9%	-12.3	639	0.0%

(further entries)
Values run as follows: SIAH1 antagonists	Hep lipid drop	Hep lipid drop cells 6.5 µM	K1F lysis inhibition
CCc1ccc2c(c1)C(=O)C(=O)N2CCS(=O)(=O)c1ccccc1
 : 7.6%	-8.0	715	0.2%
O=C(CNC1CCCCC1)Nc1ccc(S(=O)(=O)N2CCCCC2)cc1
 : -4.9%	-10.0	797	-0.2%
CC(NC(=O)C1CCN(S(=O)(=O)c2cccc3nonc23)CC1)c1ccccc1 (stereo not given)
 : -5.0%	5.4	767	0.5%
CCCc1nnc(NC(=O)CCC(=O)Nc2ccc(Cl)cc2)s1
 : 0.3%	3.7	768	4.2%
O=C(NCc1ccccc1C(F)(F)F)C1CC(O)CN1C(=O)Nc1ccccc1 (stereo not given)
 : 3.2%	-5.5	779	-0.5%
O=C1/C(=C\c2cc(Cl)c(O)c(Cl)c2)SC(=S)N1Cc1ccccc1
 : 9.8%	-26.9	813	-0.8%[50 µM]
O=C(CCc1ccccc1)NNC(=O)CCc1ccccc1
 : 9.9%	3.3	832	0.1%
O=C(CSc1ccc(Br)cc1)N1CCN(S(=O)(=O)c2ccccc2)CC1
 : 0.8%	-0.7	835	-0.1%
Cc1cc(C)cc(NC(=O)c2ccc(NC3=NC4CS(=O)(=O)CC4S3)cc2)c1 (stereo not given)
 : -0.2%	11.2	765	0.6%
COc1ccc(C(=O)N2CCOC2CNC(=O)C(=O)NCCc2ccccc2OC)cc1 (stereo not given)
 : 0.4%	8.3	842	0.3%

3 compounds from above, arranged by molecular weight, high to low.
Values run as follows: SIAH1 antagonists	Hep lipid drop	Hep lipid drop cells 6.5 µM	K1F lysis inhibition
O=C(CNC1CCCCC1)Nc1ccc(S(=O)(=O)N2CCCCC2)cc1
 : -4.9%	-10.0	797	-0.2%
CCc1ccc2c(c1)C(=O)C(=O)N2CCS(=O)(=O)c1ccccc1
 : 7.6%	-8.0	715	0.2%
O=C(CCc1ccccc1)NNC(=O)CCc1ccccc1
 : 9.9%	3.3	832	0.1%

The results go on.
Values run as follows: SIAH1 antagonists	Hep lipid drop	Hep lipid drop cells 6.5 µM	K1F lysis inhibition
COc1cccc(CNC(=O)CCC(=O)n2ncc3cc(C)ccc32)c1OC
 : -2.9%	39.1	754	9.4%
Cc1ccc(NC(=O)c2cc(C)nc3ccccc23)c(Br)c1
 : -2.9%	-13.9	783	-0.1%
CCOC(=O)C1(Cc2cccc(OC)c2)CCCN(C(=O)c2cc(C)on2)C1 (stereo not given)
 : 2.2%	17.3	753	1.5%[50 µM]
COc1ccccc1CN(C)C(=O)c1cc(-c2cccs2)nc2ccccc12
 : 9.1%	-20.6	788	-0.2%
COc1cccc2c1-c1c(C(=O)O)cccc1C2=O
 : 10.0%	2.2	794	-0.5%
CCc1ccc(-c2cc3c(=O)n(CC(=O)N4CCCC4)nc(C)n3n2)cc1
 : 6.2%	2.9	771	0.1%
COc1ccc2c(c1)C(=O)N(Cc1ccccc1)C(=O)C2(C)C
 : 4.5%	-10.4	792	0.0%
CCC(=O)c1cn(CC(=O)Nc2c(C)cccc2C)c2ccccc12
 : -4.4%	-5.5	765	-0.1%
O=C(NC(=S)Nc1ccc(F)cc1)C1CCCCC1
 : 4.7%	4.5	679	-1.6%[50 µM]
Cc1ccc(C(C(=O)NCC2CCCO2)N(C(=O)c2snc(C(N)=O)c2N)c2ccccc2F)o1 (stereo not given)
 : 2.3%	-11.3	758	0.2%
COc1ccc(N2C(=O)NC(NC(=O)C(C)(C)C)(C(F)(F)F)C2=O)cc1 (stereo not given)
 : 2.4%	3.9	612	0.8%[50 µM]
COc1ccc(CCNC(=O)C2CCC(=O)N(CC3CCCCC3)C2)cc1 (stereo not given)
 : -0.8%	-1.8	837	0.0%
COc1ccc2oc(=O)c(C(=O)N3CCN(C(=O)c4ccccc4)CC3)cc2c1
 : 4.1%	12.2	781	-0.3%
Cc1c(NC(=O)CN(c2ccc(F)cc2)S(=O)(=O)c2ccccc2)c(=O)n(-c2ccccc2)n1C
 : 9.7%	-40.5	632	-0.1%
O=C(N=C1SC2CS(=O)(=O)CC2N1c1ccc(F)c(Cl)c1)C1CC1 (stereo not given)
 : -4.3%	-11.0	748	1.1%
CCOc1cc(C(=O)NC(=S)Nc2nc(C)cc(C)n2)cc(OCC)c1OCC
 : 2.9%	4.0	817	0.1%
COc1cc(OC)cc(C(=O)NCC(=O)Nc2ccc(C)c(Cl)c2)c1
 : -1.1%	21.8	856	0.2%
COc1cc(OC)c(C(=O)Nc2cccnc2)cc1OC
 : 0.6%	6.8	792	1.4%
O=C(O)CCC(=O)N1N=C(c2ccccc2)CC1c1cccs1 (stereo not given)
 : 2.6%	-5.7	682	0.3%
COc1ccc(NC(=O)CN(C)C(=O)CCNS(=O)(=O)c2ccc(Br)cc2)cc1
 : 3.2%	-19.7	657	-0.2%
Cc1ccc(Cl)cc1NS(=O)(=O)Cc1ccccc1
 : 15.2%	-4.8	847	0.3%
CN1C(=O)c2ccc(C(=O)NCc3ccco3)cc2C1=O
 : -0.7%	22.1	665	1.0%[50 µM]
COC(=O)C1=CN(c2ccc(F)cc2)C=C(C(=O)OC)C1c1ccc([N+](=O)[O-])cc1
 : 14.0%	-3.7	898	1.1%
COc1ccc(S(=O)(=O)N2CCN(C(=S)Nc3ccc(S(N)(=O)=O)cc3)CC2)cc1
 : 3.7%	-1.4	855	1.1%[50 µM]
CN(C)S(=O)(=O)N(CC(=O)Nc1ccc(S(=O)(=O)N2CCCC2)cc1)c1ccccc1
 : 25.9%	-2.3	824	-0.2%[50 µM]
CCn1cc(C(=O)NCCCOC(C)C)c(=O)c2cc(S(=O)(=O)N3CCC(C)CC3)ccc21
 : 4.4%	-0.4	742	0.2%
CN(c1nc2ccccc2[nH]c1=O)C1CCCCC1
 : -1.2%	-18.8	691	0.1%
Cc1cccc(-n2ncc3c2CCCC3NC(=O)CCc2cccnc2)c1C (stereo not given)
 : -2.9%	-17.4	703	0.0%
COc1ccc(C(CNC(=O)c2ccc3c(c2)OCCO3)N(C)C)cc1 (stereo not given)
 : 5.6%	0.0	734	0.1%
Cc1ccc(NC(=O)Cn2ncn3c(cc4ccccc43)c2=O)cc1F
 : -2.1%	-10.2	717	1.6%
Cc1cc(-c2ccc(S(=O)(=O)N3CCN(c4cccc(C)c4C)CC3)s2)on1
 : -6.1%	-26.5	759	2.6%
O=C(C1CCCN(Cc2ccc(Cl)cc2)C1)N1CCCCC1 (stereo not given)
 : 3.1%	16.2	857	0.3%
CCn1nc(CC(C)C)cc1C(=O)N1CCCC(Nc2ccc(OC)cc2)C1 (stereo not given)
 : 6.6%	2.9	690	0.1%
